PKA-R2B activ: activators of PKA-R2B holoenzyme, primary screen, biochemical, fluorescence polarization, Cy5-IP20, human; actives 0.079% (n = 340,000); AID 504700, 2011; PKA-R2B holoenzyme dissociation; R2B truncated from residue 108, S112A mutant; 0% DMSO only, 100% 113 µM cGMP; activation, % at 11.4 µM; cAMP-dependent protein kinase catalytic subunit beta (Homo sapiens) + cAMP-dependent …;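 active = activation above a cutoff set at the mean over all compounds plus 3 SD, cut at about 18% in these data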;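 note: higher means more holoenzyme dissociation and a rise in polarization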
Keap1-Nrf2 PPI: Keap1-Nrf2 protein-protein interaction inhibitors, primary screen, biochemical, fluorescence polarization, single point. AID 504523, 2011. actives 0.15% (n = 340,000). Keap1 Kelch-Nrf2 peptide fluorescence polarization, 1536-well. inhibition, % at 9.4 µM; in the data active = inhibition above about 12%;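 note: human Keap1 Kelch domain with fluorescein labeled Nrf2 9mer peptide probe; 0% = neutral control wells and 100% = peptide positive control; higher means more block of Keap1 binding to Nrf2 peptide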
RTF Ca sens inh: cardiac RTF calcium sensitivity inhibitors, primary screen, biochemical, IANBD-TnC fluorescence, EC70 calcium | Troponin I, cardiac muscle (Homo sapiens) + Troponin T, cardiac muscle (Homo sapiens) + … | IANBD-labeled cardiac RTF, Ca2+ fluorescence | inhibition, % at 7.15 µM | actives 0.12% (n = 340,000) | AID 493244, 2011;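 active = inhibition above the mean inhibition of all tested compounds plus 3 SD, cut at about 17% in these data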;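 note: assay run at fixed EC70 calcium of 1.6 mM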
SR-BI HDL uptake: inhibitors of SR-BI mediated HDL lipid uptake, primary screen, ldlA[mSR-BI] cells, fluorescence, single point | Scavenger receptor class B member 1 (Mus musculus), Q61009 | ldlA[mSR-BI] CHO cells, DiI-HDL uptake fluorescence, 3 h | inhibition, % at 12.5 µM | actives 0.96% (n = 320,000);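 active = mean replicate inhibition of at least 70% and a set share of replicates each scoring 70 or more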;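 note: 0% = median of neutral control wells and 100% = median of positive control wells; values of inactives mirror those of a sister screen read the other way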
Arr AP2 block: inhibitors of beta-arrestin/AP2 binding, primary screen, biochemical, GPCR trafficking, flow cytometry | inhibition, % at 10 µM | FITC-arrestin peptide / GST-AP2 beads; AP2 beta2 appendage carries R879A mutation | actives 0.31% (n = 340,000);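 active = inhibition above a set limit, near 3 SD of compounds lacking own fluorescence, cut at about 54% in these data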;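 note: plate controls were DMSO wells for no effect and 5 µM unlabelled arrestin peptide for full effect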
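Assay system: GST-AP2 R879A bound to glutathione beads, E. coli-expressed; Medium: PBS with 0.05% Tween 20 and 0.1% BSA; Also added: fluorescein-tagged arrestin peptide at 50 nM final; Timing: 12 min plus 1 h, RT; Measured by: flow cytometry, FL1 (488/535 nm); Evaluation: percent drop in bead-associated FITC signal.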
C-LANA FP: inhibitors of KSHV C-LANA binding to DNA, primary screen, biochemical, fluorescence polarization, FAM-LBS DNA, MBP-C-LANA, single point; Kaposi's sarcoma herpesvirus LANA C-terminal domain (residues 932-1162) DNA binding; inhibition, % at 9 µM; actives 0.078% (n = 340,000); AID 504423, 2011;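 active = highest replicate inhibition at or above 60% at 9 µM, even if other replicates fall short; inactive = all replicates below 60% inhibition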;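 note: 0% = neutral control wells and 100% = 4 µM acridine orange control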
DAGLB inh: DAGLB lipase inhibitors, primary screen, biochemical, fluorescence, HTS; HEK293T DAGLB membrane lysate, EnzChek fluorogenic substrate; inhibition, % at 5.17 µM; actives 0.059% (n = 340,000); AID 504411, 2011; in the data active = inhibition above about 34%;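 note: 0% = enzyme with vehicle and 100% = wells lacking enzyme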
Target sequence (Q8NCG7 whole entry, looked up): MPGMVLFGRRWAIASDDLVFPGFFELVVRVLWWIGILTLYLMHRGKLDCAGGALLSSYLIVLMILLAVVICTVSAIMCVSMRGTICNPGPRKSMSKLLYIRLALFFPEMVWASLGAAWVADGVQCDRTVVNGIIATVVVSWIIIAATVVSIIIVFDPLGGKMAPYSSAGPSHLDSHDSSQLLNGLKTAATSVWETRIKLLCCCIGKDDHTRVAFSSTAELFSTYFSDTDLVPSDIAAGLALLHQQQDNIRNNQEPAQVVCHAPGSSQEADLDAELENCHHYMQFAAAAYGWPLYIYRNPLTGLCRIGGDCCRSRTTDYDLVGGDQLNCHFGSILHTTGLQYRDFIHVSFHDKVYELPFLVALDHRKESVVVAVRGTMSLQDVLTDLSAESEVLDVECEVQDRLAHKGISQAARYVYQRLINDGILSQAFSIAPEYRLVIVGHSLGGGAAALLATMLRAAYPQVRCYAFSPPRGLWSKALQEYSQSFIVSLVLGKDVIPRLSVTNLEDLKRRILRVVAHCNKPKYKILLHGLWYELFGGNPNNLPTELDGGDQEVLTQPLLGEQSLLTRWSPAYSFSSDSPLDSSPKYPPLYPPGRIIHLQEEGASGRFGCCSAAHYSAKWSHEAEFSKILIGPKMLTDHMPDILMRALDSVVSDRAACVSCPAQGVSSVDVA
SR-BI DiI-HDL act: activators of SR-BI mediated DiI-HDL uptake, primary screen, ldlA[mSR-BI] CHO cells, DiI fluorescence | activation, % at 12.5 µM | actives 0.096% (n = 320,000) | 3 h; 100 = double the neutral-control signal;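 active = mean replicate activation of at least 60% and every replicate at or above 60%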;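 note: 0% = median plate neutral-control signal and 100% = twice that signal; values of inactives mirror those of a sister screen read the other way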
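System: CHO ldlA[mSR-BI] cells / Medium: HEPES-buffered (25 mM, pH 7.4) F12 plus 0.5% BSA / Probe or stimulus: labelled HDL, 10 µg/mL / Doses: single compound concentration, delivered by pin transfer / Schedule: 3 h, 37 °C / Measured by: DiI fluorescence, bottom read / Measure: cell-associated DiI fluorescence as measure of HDL uptake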
PvdQ inh: P. aeruginosa PvdQ acylase inhibitors, primary screen, biochemical, fluorescence, plate reader and imaging, single point | purified PvdQ acylase | inhibition, % at 10 µM | actives 0.063% (n = 340,000) | AID 488965, 2010; in the data active = inhibition above about 30%, passing the limit was not always enough;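 note: 0% = vehicle neutral wells and 100% = reference inhibitor wells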
NSD2 inh: NSD2 histone methyltransferase inhibitors, primary screen, biochemical, AlphaScreen, single concentration, set 2; actives 0.54% (n = 310,000); NSD2 peptide methylation, 120 min; inhibition, % at 12.5 µM; in the data active = inhibition above about 50%
Active calls of the source: *; . = no result given.

SMILES	PKA-R2B activ	Keap1-Nrf2 PPI	RTF Ca sens inh	SR-BI HDL uptake	Arr AP2 block	C-LANA FP	DAGLB inh	SR-BI DiI-HDL act	PvdQ inh	NSD2 inh
Cc1nc(SC(C)C(=O)NCc2ccc3c(c2)OCO3)nc(C)c1C (configuration not stated)	1	-2	0	4	33	-0.3	-2	-4	-7	-1
Cn1c(Cn2c(=O)sc3ccccc32)nnc1SCC(=O)N1CCc2ccccc21	-4	-6	-1	2	9	3.2	2	-2	-10	.
Cc1noc(C)c1S(=O)(=O)Nc1ccc(C(=O)NCc2ccccc2)cc1	3	0	-16	-4	7	0.6	5	4	-4	-3
COc1ccc(N2CCN(CC(=O)NCc3ccccc3)CC2)cc1	-1	-1	0	11	-6	-1.5	1	-11	-11	2
CCOc1c(C(N)=O)cc([N+](=O)[O-])cc1[N+](=O)[O-]	-18	2	8	-30	21	0.5	1	30	-2	1
Cc1cc(C(=O)Nc2ccc(Br)cc2)c2ccccc2n1	6	-7	1	28	-8	2.2	-1	-28	-16	-7
CCn1cc(C(=O)O)c(=O)c2cnc(N3CCN(C(=S)NC(=O)c4ccccc4)CC3)nc21	-5	-7	2	.	0	0.6	-3	.	-13	-37
Cc1cn2c(-c3ccc(Cl)cc3)nnc2s1	3	-1	-12	27	7	-1.8	-6	-27	4	.
Cc1ccc(NC(=O)CN(C)C(=O)c2cccc(Br)c2)cc1	-2	0	-11	-11	-13	-1.7	-8	11	-17	-1
CCCCC(C(=O)OCC)C(N)Cc1ccc(F)cc1 (configuration not stated)	-1	-5	-5	-12	15	1.1	-6	12	-4	-4
O=C1C=C(c2cccc(Cl)c2)C[C@@H](c2ccc3c(c2)OCO3)C1	4	-1	-12	12	4	-2.4	-19	-12	23	.
C=CCn1c(SCC#N)nc2ccccc2c1=O	-4	-7	2	-6	4	-1.3	-1	6	-10	-1
CC1=C(C(=O)Nc2ccc(C)cc2)C(c2ccco2)NC(=O)N1 (configuration not stated)	0	-3	-6	-7	19	-2.1	-1	7	-14	-2
CCN1CCCC1CNC(=O)c1csc2c1CCCC2 (configuration not stated)	0	1	4	-8	32	1.0	2	8	-1	9
O=C1C(Cl)=C(NC2CCCCC2)C(=O)N1Cc1ccccc1	-5	3	-7	-6	2	0.8	-2	6	-4	-1

Part of the list above in order of formula weight, smallest number first:
SMILES	PKA-R2B activ	Keap1-Nrf2 PPI	RTF Ca sens inh	SR-BI HDL uptake	Arr AP2 block	C-LANA FP	DAGLB inh	SR-BI DiI-HDL act	PvdQ inh	NSD2 inh
CCCCC(C(=O)OCC)C(N)Cc1ccc(F)cc1 (configuration not stated)	-1	-5	-5	-12	15	1.1	-6	12	-4	-4
O=C1C(Cl)=C(NC2CCCCC2)C(=O)N1Cc1ccccc1	-5	3	-7	-6	2	0.8	-2	6	-4	-1
O=C1C=C(c2cccc(Cl)c2)C[C@@H](c2ccc3c(c2)OCO3)C1	4	-1	-12	12	4	-2.4	-19	-12	23	.
Cc1noc(C)c1S(=O)(=O)Nc1ccc(C(=O)NCc2ccccc2)cc1	3	0	-16	-4	7	0.6	5	4	-4	-3

Next records:
SMILES	PKA-R2B activ	Keap1-Nrf2 PPI	RTF Ca sens inh	SR-BI HDL uptake	Arr AP2 block	C-LANA FP	DAGLB inh	SR-BI DiI-HDL act	PvdQ inh	NSD2 inh
COc1ccc(C2(C)NC(=O)N(CC(=O)c3ccc4c(c3)OCO4)C2=O)cc1 (configuration not stated)	-7	0	4	-4	-6	0.1	0	4	-11	1
COc1ccc(OC)c(NC(=S)N2CCCC2)c1	3	1	1	-31	6	-0.6	1	31	-12	-1
CCOC(=O)c1cc(C#N)c(Oc2ccccc2)nc1-c1ccccc1	-4	-4	1	14	-12	-3.0	-7	-14	-18	-1
O=c1[nH]c2sc3c(c2c2nncn12)CCCC3	0	2	0	-1	-1	0.7	3	1	2	2
Clc1ccc2nc(CSc3ncn[nH]3)cn2c1	-15	-4	-7	-24	5	9.4	-2	24	-18	-1
Brc1ccccc1/C=N/N1CCCCC1	-19	-3	0	-11	-3	-1.4	-6	11	-7	-2
CCC1CCCCN1CCCNC(=O)Cn1nc(C)n2nc(-c3ccccc3)cc2c1=O (configuration not stated)	3	-1	-19	-2	32	1.5	-1	2	-9	-6
Cc1ccc(-n2ccc(=O)c(C(=O)Nc3ccc(S(=O)(=O)Nc4nccc(C)n4)cc3)n2)cc1	-2	2	2	-6	38	1.1	0	6	4	1
CCc1ccccc1SCc1noc(C(=O)NCC2CCCO2)c1C(=O)O (configuration not stated)	-4	-3	-5	-27	14	1.2	6	27	-6	.
COC(=O)C1=C(Nc2ccc(C)cc2)C=C(C)C(C(=O)OC)C1c1ccc(F)cc1 (configuration not stated)	-17	-6	0	3	-6	-2.1	-10	-3	-4	-1
CC1(C)Cc2c(c(N3CCOCC3)nc3snc(NC(=O)c4ccccc4)c23)CO1	-9	-8	-10	-15	-2	0.1	1	15	-26	-5
O=C(O)c1cccn1Cc1ccccc1F	3	-2	-8	-25	-8	0.5	-1	25	-13	.
Cc1ccc(C)c(NC(=S)NCc2ccc3c(c2)OCO3)c1	-9	2	-3	-11	5	-2.2	4	11	11	2
CC1(C)CC(=O)c2cc(NC(=O)c3ccccc3)c(=O)oc2C1	-7	2	2	18	-8	0.9	-1	-18	-13	-2
COc1ccc2cc(C(=O)COC(=O)COc3ccc4c(C)cc(=O)oc4c3)ccc2c1	-9	-2	12	-9	-4	1.2	-3	9	10	-3

Compound profiles, from the list above. Order of values: PKA-R2B activ, Keap1-Nrf2 PPI, RTF Ca sens inh, SR-BI HDL uptake, Arr AP2 block, C-LANA FP, DAGLB inh, SR-BI DiI-HDL act, PvdQ inh, NSD2 inh
Results for O=C(O)c1cccn1Cc1ccccc1F = 3, -2, -8, -25, -8, 0.5, -1, 25, -13, .
Results for COc1ccc(OC)c(NC(=S)N2CCCC2)c1 = 3, 1, 1, -31, 6, -0.6, 1, 31, -12, -1

Next compounds:
SMILES	PKA-R2B activ	Keap1-Nrf2 PPI	RTF Ca sens inh	SR-BI HDL uptake	Arr AP2 block	C-LANA FP	DAGLB inh	SR-BI DiI-HDL act	PvdQ inh	NSD2 inh
O=C(Nc1ccc(C2CCCCC2)cc1)C1CCN(c2ncccn2)CC1	1	-2	-3	3	-11	-0.6	-1	-3	-1	-1
CCN1CCN(S(=O)(=O)Cc2ccccc2Cl)CC1	7	4	1	-6	-5	1.0	-2	6	0	2
CC(=O)Nc1ccc(C(=O)CCl)cc1	7	-10	-4	1	31	1.8	1	-1	-3	.
CCOC(=O)N/N=C/c1cn(Cc2ccc(F)cc2)c2ccccc12	-5	-1	-1	70	10	-0.1	1	-70	1	-1
O=C(O)COc1ccc(Br)cc1C(c1c(C(=O)O)[nH]c2ccccc12)c1c(C(=O)O)[nH]c2ccccc12	3	-1	5	1	-7	8.2	15	-1	-15	15
CCCCCc1ccc(CC(=O)O)cc1	9	-1	1	-10	3	-0.5	1	10	-5	-7
CCC(C)C(NC(=O)OC(C)(C)C)C(=O)NC(C)C(N)=O (configuration not stated)	1	-4	-12	-29	10	-1.4	1	29	-16	-2
COc1ccc(/C=N/n2cnnc2)cc1Oc1nc(Cl)ncc1F	-11	2	-4	-13	-1	4.4	-3	13	-17	4
CCc1cccc(OC2OC(CO)C(O)C(O)C2NC(C)=O)c1 (configuration not stated)	12	0	14	6	41	0.0	2	1	1	-2
COc1ccc(-c2[nH]nc3c2C(c2ccncc2)C(C#N)=C(N)O3)cc1 (configuration not stated)	-8	-2	-15	-40	-2	1.1	-2	40	-16	-4
COc1cccc(NC(=O)CN2CCN(S(=O)(=O)c3ccc(C(C)C)cc3)CC2)c1	5	5	0	8	18	-2.2	-4	-8	-5	-3
CCCCNC(=S)Nc1ccc2cn[nH]c2c1	-4	1	1	-13	30	0.2	-2	13	3	0
COC(=O)n1c(=O)oc2cc(S(=O)(=O)N3CCCCC3)ccc21	8	1	-7	-19	-5	-0.8	3	19	-4	-13
COc1ccc(C(=O)/C=C/c2ccc3c(c2)OCCO3)cc1	-5	-3	1	-8	11	0.3	-7	8	15	1
CC1(C)CC(=O)c2sc(NS(=O)(=O)c3ccccc3)nc2C1	-4	1	0	-30	-1	1.6	3	30	10	0
COc1ccccc1CCNC(=O)CSc1ccc(-c2ccco2)nn1	-2	-3	-2	12	-2	-0.9	2	-12	-13	-1
O=C(/C=C/c1ccc2ccccc2n1)c1cc(Br)ccc1O	-9	-1	-27	.	9	-0.7	1	.	-10	2
Cn1ccc(C(=O)OCC(=O)c2ccccc2)n1	4	-1	1	-3	18	1.1	0	3	-7	-3
CSc1nnc(-c2cnccn2)n1Cc1ccccc1	4	-1	-10	-36	2	0.5	-1	36	-9	2
CCOC(=O)c1sc(NC(=O)Nc2cccc(Cl)c2)cc1C	-12	3	-14	63	-2	2.1	-4	-63	-1	0
CC(C)(C)OC(=O)C(C)(C)Sc1nnc(N)s1	1	-1	3	-13	18	-0.2	-5	13	0	1
Cc1[nH]c(=O)c(S(=O)(=O)c2ccccc2)c(C)c1Cl	10	0	-1	-29	20	-0.6	0	29	-1	0
CCOC(=O)C(C)Sc1nnc2n1C(C)(C)Cc1ccccc1-2 (configuration not stated)	-3	-2	-3	-27	6	-0.2	-12	27	-12	10

Some entries already given with just Arr AP2 block.
Compound | Arr AP2 block
CCOC(=O)c1sc(NC(=O)Nc2cccc(Cl)c2)cc1C | -2
CSc1nnc(-c2cnccn2)n1Cc1ccccc1 | 2
Cn1ccc(C(=O)OCC(=O)c2ccccc2)n1 | 18

Screening data: PubChem, several laboratories
